# Compound activity from PubChem BioAssay.
# MgcRacGAP inhibition: MgcRacGAP GTPase-activating activity inhibitors, confirmation, biochemical, ADP Hunter fluorescence; MgcRacGAP-stimulated Rac1 GTP hydrolysis, ADP Hunter fluorescence; higher % means a stronger effect; GST-tagged Rac1 F28L mutant substrate; one-dose inhibition, % at 30 µM; IC50 in µM for titrated hits; 0.6% of 340,000 active; AID 624330;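 active means first-screen hits whose inhibition reached a set limit at any dose in the follow-up dose series; inconclusive means inhibition above the set first-screen limit but never retested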;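 further: fluorescence reports GDP produced by GAP-driven GTP hydrolysis; strong numbers were not always called active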
# AID2073: inhibitors of Mint1-CaV2.2 protein interaction, biochemical, HTRF (AID 2073). HTRF protein-protein interaction, Mint1-CaV2.2; higher % means a stronger effect. one-dose inhibition, % at 20 µM; IC50 in µM for titrated hits. 0.19% of 290,000 active; in the data active means inhibition mostly above about 51%, no sharp cut-off; inconclusive means no clear call, values can overlap the other calls; inactive means mostly below about 53%; further: some results filed as inactive read as strong as hits
# XIAP displacement: XIAP antagonists, biochemical, IAP family, fluorescence polarization (AID 1018); displacement, % at 20 µM; hits with a dose series show IC50 in µM; 0.007% of 200,000 active; XIAP BIR domain, fluorescence polarization peptide displacement; higher % means a stronger effect; in the data active means displacement above about 50%; further: a part of the inactive calls stands beside numbers as strong as those of hits
# SIAH1 antagonists: Siah-1 peptide-binding antagonists, primary screen, biochemical, fluorescence polarization, rhodamine-plectin, uHTS (AID 1817); Siah-1 / rhodamine-plectin peptide fluorescence polarization; higher % means a stronger effect; displacement, % at 20 µM; hits with a dose series show IC50 in µM; 0.02% of 290,000 active;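 active means displacement of at least 50% at 20 µM, with a fluorescence ratio check between 0.3 and a set limit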;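 further: plate controls were Siah plus tracer with DMSO for no effect and tracer alone without Siah for full effect; strong numbers were not always called active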
# NS5 inhibitors: flavivirus cap methylation enzyme inhibition – biochemical, confirmation dose response, primary screen (AID 588689); Dengue-2 NS5 methyltransferase capping enzyme assay, biochemical; higher % means a stronger effect; inhibition, % at 25 µM; hits with a dose series show IC50 in µM; 0.3% of 340,000 active; in the data active means a potency from the dose series; inconclusive means inhibition above about 29% without an active follow-up result
# RSV CPE inhibition: RSV antiviral activity via CPE protection, HEp-2 cells, primary 10 µM value included (AID 2391) | one-dose CPE inhibition, % at 10 µM; IC50 in µM for titrated hits | HEp-2 cells, RSV-induced CPE inhibition; higher % means a stronger effect | 0.13% of 310,000 active; in the data active means a potency from the dose series; inconclusive means CPE inhibition mostly from about 23% at the one dose, without a potency; inactive means the rest, 99 in 100 with CPE inhibition below about 21%; further: strong numbers were not always called active
# HIV peptide binding: cell-free HIV fusion peptide-binding blockers – biochemical, uHTS, fluorescence dequenching, primary screen (AID 1986); inhibition, % at 20 µM, or IC50 in µM where a hit was titrated; 0.3% of 290,000 active; cell-free peptide binding, fluorescence dequenching, 30 min; higher % means a stronger effect; in the data active means inhibition mostly above about 52%, no sharp cut-off; inactive means mostly below about 76%; further: some results filed as inactive read as strong as hits
# LYP phosphatase: PTPN22 lymphoid phosphatase activity blockers – biochemical, fluorescence intensity, uHTS (AID 1779); recombinant LYP phosphatase, fluorescence intensity; higher % means a stronger effect; 0.054% of 290,000 active; inhibition, % at 11.5 µM; hits with a dose series show IC50 in µM; in the data active means inhibition above about 50%;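 further: plate controls were vehicle with enzyme for no effect and no enzyme for full effect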
# Large T inhibition: TAg ATPase/helicase activity blockers – biochemical (AID 1903). 0.39% of 310,000 active. SV40 large T antigen ATPase/helicase inhibition assay; higher % means a stronger effect. inhibition, % at 20 µM, or IC50 in µM where a hit was titrated; in the data active means a potency from the dose series; inconclusive means inhibition mostly from about 32% at the one dose, without a potency; inactive means the rest, 99 in 100 with inhibition below about 32%; further: strong numbers were not always called active
# NS5 inhibitors pilot replicate: recorded beside NS5 inhibitors, whose call it bears; inhibition, %; measured here: pilot screen replicate inhibition
# * marks the source's active call; other numbers are inactive results; u = inconclusive; x = not tested or not shown.
SMILES,MgcRacGAP inhibition,AID2073,XIAP displacement,SIAH1 antagonists,NS5 inhibitors,RSV CPE inhibition,HIV peptide binding,LYP phosphatase,Large T inhibition,others
O=C(NCCCn1ccnc1)c1cc(C(=O)C2CCCCC2)c[nH]1,6%,0%,-6.8%,-1%,0%,-2.7%,2.8%,6%,8%,
CCCN1C(=O)C(O)(C2CC(=O)CC(C)(C)O2)c2ccccc21 (configuration not stated),9%,6%,-4.8%,1%,1%,1.3%,2.7%,-8%,7%,
COc1ccc(NC(=O)C2C3C=CC4(O3)C2C(=O)N(CCN2CCCCC2)C4C(=O)NC2CCCCC2)cc1 (configuration not stated),-4%,5%,x,2%,-6%,0.2%,1.4%,-1%,8%,
CC1(C)CC(=O)c2cnc(NC(=O)Cc3ccc(Cl)cc3)nc2C1,11%,-5%,-2.1%,-5%,-6%,3.6%,-1.9%,2%,14%,
Cc1ccc(C)c(-n2cc(CN3CCN(C(=O)c4ncn[nH]4)CC3)c(-c3ccccc3)n2)c1,10%,5%,-17%,-7%,1%,4.0%,0.9%,2%,21%,
CN(C)S(=O)(=O)n1cc(/C=C(\NC(=O)c2ccccc2)C(=O)NCCCN2CCOCC2)c2ccccc21,5%,-10%,x,2%,-5%,0.5%,-1.1%,-2%,6%,
COc1ccccc1NC(=O)Cc1csc(NC(=S)Nc2ccccc2)n1,11%,-14%,-0.5%,4%,-16%,0.8%,0.9%,-1%,15%,NS5 inhibitors pilot replicate=-7.9
CC(=O)Oc1ccc(-c2cccc(C(=O)O)c2)cc1,4%,5%,-2.5%,-2%,-3%,3.1%,0.1%,-6%,14%,
CC(C)(C)n1nnnc1C(c1cc2cc3c(cc2[nH]c1=O)OCCO3)N1CCSCC1 (configuration not stated),4%,8%,-5.7%,-3%,0%,-0.7%,0.5%,-1%,-6%,
CSc1ccccc1OCc1cc(C(=O)NCCN2CCCc3ccccc32)no1,0%,5%,x,1%,-11%,1.9%,2.1%,-2%,14%,
Nn1c(SCc2ccc(Br)cc2)nnc1-c1ccncc1,5%,0%,-6.1%,-5%,-4%,4.3%,1.3%,-4%,14%,
CC(C)c1ccc(S(=O)(=O)N2CCN(C(=S)NCc3ccco3)CC2)cc1,8%,-7%,-2.1%,2%,-4%,7.0%,17%,10%,15%,
COc1cc(S(=O)(=O)N2CCN(Cc3ccccc3)CC2)ccc1Br,3%,-4%,-1.8%,3%,2%,2.0%,1.9%,1%,9%,
CC(O)c1cccc(NC(=O)Nc2cccc(NC(=O)Nc3cccc(C(C)O)c3)c2)c1 (configuration not stated),17%,11%,x,6%,-7%,1.3%,-0.9%,-6%,5%,
CCOC(=O)C1=C(CSc2nc3c(cc2C#N)CN(C)CC3)OC(N)=C(C#N)C1c1ccncc1 (configuration not stated),12%,41%,-1.5%,17%,u,1.1%,70%,-3%,13%,
CNc1ncc(C(=O)c2ccc(Cl)c(Cl)c2)s1,4%,25%,-6.0%,8%,-1%,3.5%,1.6%,-2%,4%,
CC1CN(S(=O)(=O)c2cccc(-c3csc(-c4ccccc4)n3)c2)CC(C)O1 (configuration not stated),19%,15%,-7.4%,3%,3%,22%,3.3%,1%,-4%,
O=C(NC(Cc1c[nH]c2ccccc12)C(=O)O)c1ccccc1 (configuration not stated),6%,-4%,-1.2%,-3%,4%,-0.2%,-0.6%,2%,15%,NS5 inhibitors pilot replicate=0.0
Cc1cc(C(=O)NCCCN2CCN(c3cc(Cl)ccc3C)CC2)n(-c2ccccc2)n1,8%,5%,-0.9%,3%,-1%,-1.0%,3.3%,-4%,5%,
Cc1nc(N2CCOCC2)nc(OCCN(C)C)c1[N+](=O)[O-],2%,-8%,-7.5%,12%,4%,-1.8%,2.0%,1%,-4%,
CCn1ccnc1CN1CCc2c([nH]c3ccccc23)C1CC(C)C (configuration not stated),0%,-2%,-5.7%,-4%,-5%,-2.0%,-1.1%,-8%,10%,
C=CCOc1ccc(CNCc2cccnc2)cc1OCC,11%,9%,x,10%,-1%,-0.6%,-0.4%,-8%,8%,
O=S(=O)(c1cccc2nsnc12)N1CCc2ccccc2C1,11%,1%,-2.5%,-2%,2%,-0.7%,-0.1%,-2%,12%,
COc1ccc(NC(=O)CCNC(=O)Cn2ccc3ccccc3c2=O)cc1Cl,7%,-2%,x,6%,-12%,4.0%,-0.5%,-5%,7%,
CCc1nnc(/N=C/c2c(O)n(-c3ccc(Cl)cn3)c(=O)c3ccccc23)s1,0%,13%,-3.4%,1%,-7%,0.2%,3.8%,-6%,7%,
SMILES,MgcRacGAP inhibition,AID2073,XIAP displacement,SIAH1 antagonists,NS5 inhibitors,RSV CPE inhibition,HIV peptide binding,LYP phosphatase,Large T inhibition,others
O=C(CCCN1C(=O)/C(=C/c2ccccc2)SC1=S)Nc1ccccc1O,0%,0%,-8.5%,12%,-3%,7.4%,-0.6%,3%,6%,
O=C(CSc1nnc(-c2cccnc2)o1)Nc1ccccc1F,11%,x,x,x,4%,-1.5%,x,x,25%,
Cc1noc(NS(=O)(=O)c2ccc(NC(=O)CSc3nc4c(cc3C#N)CCCCC4)cc2)c1C,11%,3%,-16%,4%,10%,1.2%,5.9%,2%,15%,
COc1ccc(NC(=O)[C@H](C)NC(=O)C2CCN(S(=O)(=O)c3ccc(C)cc3)CC2)cc1OC,15%,0%,x,3%,6%,0.4%,0.1%,-2%,-2%,
O=C(NCCc1cccc(Cl)c1)c1cccc([N+](=O)[O-])c1,9%,3%,-6.4%,0%,-4%,2.9%,-1.2%,-7%,7%,
CCOC(=O)N1CCN(S(=O)(=O)c2ccc(OC)c(Br)c2)CC1,-19%,-1%,x,4%,-5%,1.4%,-0.5%,-12%,0%,NS5 inhibitors pilot replicate=-0.6
O=C(CSc1nnc(-c2ccco2)n1CC1CCCO1)N1CCCCC1 (configuration not stated),6%,9%,-2.4%,4%,1%,1.2%,0.9%,-3%,9%,
Cc1cc(S(=O)(=O)NCc2ccccc2)ccc1OCC(=O)Nc1cccc([N+](=O)[O-])c1,0%,8%,-4.2%,5%,-2%,0.4%,-3.6%,4%,1%,
COc1ccc(C)cc1NC(=O)c1ccc(CN2CCc3ccccc3C2)cc1,4%,6%,x,4%,-6%,0.5%,1.4%,-4%,-8%,
COc1cc2nc(SCC(=O)NCCc3ccccc3)n(Cc3ccco3)c(=O)c2cc1OC,10%,-19%,-33%,-2%,-8%,5.7%,-0.1%,5%,4%,NS5 inhibitors pilot replicate=-2.4
C=Cc1ccc(CN2CCCN(Cc3ccc(Cl)cc3)S2(=O)=O)cc1,9%,9%,x,-1%,-2%,10%,1.5%,2%,4%,
Cc1ccc(NC(=O)Cc2ccccc2Cl)cc1S(=O)(=O)N(C)C,-28%,7%,-10%,0%,1%,9.4%,0.4%,-8%,12%,
COc1ccccc1NC(=O)Nc1ccc(N2CCOCC2)cc1,19%,-8%,-3.0%,3%,-3%,-0.6%,-1.6%,-6%,20%,
Cc1ccc(C(=O)Nc2cnc3sc(C)nn3c2=O)cc1,7%,-3%,5.3%,-5%,7%,2.9%,-0.8%,-4%,1%,
CC1(C)N=C(c2cccc(F)c2)C(=O)N1,2%,-7%,-2.4%,6%,-5%,x,0.7%,-5%,2%,
COc1ccc(OCc2nnc(SCC(=O)N3CCCCC3)o2)cc1,5%,0%,x,4%,-1%,1.2%,-0.6%,-10%,5%,
Cc1cc(C)c(S(=O)(=O)N2CCN(S(=O)(=O)N3CCC(C)CC3)CC2)c(C)c1,5%,5%,x,12%,-2%,1.6%,1.6%,-8%,13%,
N#Cc1c(/N=C/c2ccc(Br)s2)sc2c1CCC2,8%,36%,-4.4%,34%,-5%,x,44%,-2%,19%,
O=C(CCNS(=O)(=O)c1cccc2nsnc12)NCCC1=CCCCC1,12%,-1%,-2.2%,-1%,-24%,-0.8%,-2.6%,-5%,4%,
CCOC(=O)C1(Cc2ccc(OC)cc2)CCN(C(=O)Cn2cnnn2)CC1,-7%,7%,0.2%,14%,-5%,1.4%,0.4%,-6%,6%,
O=C(OCC(=O)c1ccc(Cl)cc1Cl)c1cnccn1,4%,-7%,x,2%,1%,-0.1%,-0.6%,-6%,-4%,
Cc1cccc(CN2CCN(c3nc4nonc4nc3NC3CC3)CC2=O)c1,3%,16%,-2.3%,3%,-1%,1.8%,-1.1%,-5%,23%,
COc1ccccc1NC=C1C(=O)OC2(CCCCC2)OC1=O,4%,15%,-1.6%,0%,-8%,1.6%,-0.1%,-4%,u,
O=C(Nc1nc(-c2cccc3ccccc23)cs1)c1ccc2c(c1)S(=O)(=O)c1ccccc1C2=O,-4%,36%,-6.5%,-6%,10%,4.9%,-2.3%,-10%,12%,
COCCCNC(NC(=O)c1ccc(Br)cc1)C(Cl)(Cl)Cl (configuration not stated),2%,1%,1.9%,-1%,-3%,4.9%,-1.4%,-2%,4%,

# 3 entries already listed, ordered by number of heavy atoms, high to low:
SMILES,MgcRacGAP inhibition,AID2073,XIAP displacement,SIAH1 antagonists,NS5 inhibitors,RSV CPE inhibition,HIV peptide binding,LYP phosphatase,Large T inhibition,others
COc1ccc(NC(=O)[C@H](C)NC(=O)C2CCN(S(=O)(=O)c3ccc(C)cc3)CC2)cc1OC,15%,0%,x,3%,6%,0.4%,0.1%,-2%,-2%,
C=Cc1ccc(CN2CCCN(Cc3ccc(Cl)cc3)S2(=O)=O)cc1,9%,9%,x,-1%,-2%,10%,1.5%,2%,4%,
CC1(C)N=C(c2cccc(F)c2)C(=O)N1,2%,-7%,-2.4%,6%,-5%,x,0.7%,-5%,2%,

# Continuation:
SMILES,MgcRacGAP inhibition,AID2073,XIAP displacement,SIAH1 antagonists,NS5 inhibitors,RSV CPE inhibition,HIV peptide binding,LYP phosphatase,Large T inhibition,others
CCCCn1c(SCC(=O)Nc2ccc(NC(C)=O)cc2)nc2ccccc2c1=O,4%,10%,x,5%,-1%,3.0%,-0.9%,-6%,6%,
O=S(=O)(NCC1CCCN(Cc2ccccc2)C1)c1cccc2cccnc12 (configuration not stated),6%,5%,x,-5%,3%,-0.7%,0.0%,-5%,8%,
CCOC(=O)N1CCN(CC(=O)Nc2cc(OC)c(OC)cc2C#N)CC1,-2%,-12%,-3.5%,6%,0%,2.1%,-1.9%,-4%,7%,
O=C(Cn1nc(Cc2cccnc2)c2ccccc2c1=O)Nc1ccc2c(c1)OCO2,2%,3%,-4.3%,-3%,-3%,2.5%,-1.6%,-5%,-1%,
CC1(C)CC(=O)C=C(Nc2ccc(S(N)(=O)=O)cc2)C1,-5%,2%,-3.3%,-3%,-3%,0.5%,0.8%,-9%,8%,
COc1ccc(CCNS(=O)(=O)c2ccc3c(c2)CC(C)N3C(C)=O)cc1OC (configuration not stated),4%,-2%,-3.4%,-5%,-9%,1.9%,-3.0%,-8%,-2%,
Cc1ccc(NC(=O)c2ccc(S(=O)(=O)N3CCCCC3)cc2)cc1,8%,-3%,-1.7%,2%,-2%,1.1%,2.7%,-5%,5%,
Cn1c(N2CCCC2)nc2c1c(=O)n(Cc1ccc(F)cc1)c(=O)n2C,6%,9%,-6.9%,-1%,-1%,1.9%,-0.4%,2%,6%,
